From PubChem BioAssay
Bim-Bcl-XL: disrupts Bim peptide binding to human Bcl-XL | Q07817 | bead flow cytometry, fluorescence | inhibition, % at 10 µM | hit rate 0.04% among 190,000
RGS7-Gao: human RGS7-Galphao interaction regulation; binding response (% of control), % at 10 µM; Multiplexed bead flow cytometry, RGS7-Galphao binding; actives lie on both sides; hit rate 0.35% among 220,000; AID 1439; in the data active = binding response below about 49% or above about 150%; inconclusive = no clear call, values can overlap the other calls; inactive = in between;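 also: fluorescent Galphao held in activated GDP-AlF4 state binding bead-coupled RGS7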
Bim-Bcl-B: inhibitors of Bim-Bcl-B interaction, human; hit rate 0.073% among 190,000; AID 951; inhibition, % at 10 µM; bead-based flow cytometry, Bim peptide-Bcl-B binding;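 also: 0% = tracer peptide without compound and 100% = reference inhibitor peptide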
Target sequence (Q9HD36 whole entry, looked up): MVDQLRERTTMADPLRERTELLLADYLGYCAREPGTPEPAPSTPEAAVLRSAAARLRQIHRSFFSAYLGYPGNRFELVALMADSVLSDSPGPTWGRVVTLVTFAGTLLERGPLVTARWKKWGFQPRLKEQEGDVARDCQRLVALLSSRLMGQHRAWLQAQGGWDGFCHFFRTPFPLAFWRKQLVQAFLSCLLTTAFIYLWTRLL
Bfl-1 Bim block: disrupts Bim binding to human Bfl-1 | Q16548 | Bead-based flow cytometry, Bim-Bfl-1 binding inhibition | inhibition, % at 10 µM | hit rate 0.12% among 190,000 | AID 1008;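 also: 0% = wells without compound plus tracer and 100% = blocker peptide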
RGS8-Gao: modulates binding of RGS8 to human Galphao | P09471 | multiplexed bead flow cytometry; actives lie on both sides | response (percent of control binding), % at 10 µM | hit rate 0.34% among 220,000 | AID 1423; in the data active = response below about 60% or above about 140%; inactive = in between;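 also: Galphao activated as the GDP aluminium fluoride complex binding bead-coupled RGS8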
ABCB1 inh: inhibitors of human ABCB1 transporter, ABCG2 counter-screen | inhibition, % at 6.6 µM | AID 1326 | P08183 | CCRF-Adr cells, JC-1 efflux, flow cytometry | hit rate 0.067% among 190,000; in the data active = inhibition above about 40%;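 also: 0% = vehicle and 100% = reference inhibitor; higher value means more JC-1 retained so stronger ABCB1 efflux block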
Mcl-1 Bim block: disrupts Bim peptide binding to human Mcl-1; Bead-based flow cytometry, Bim peptide-Mcl-1 binding; inhibition, % at 10 µM; Q07820; hit rate 0.1% among 190,000;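 also: 0% = no compound tracer wells and 100% = peptide blocker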
RGS4-Gao reg: human RGS4-Galphao interaction regulation; Multiplexed bead flow cytometry, RGS4-Galphao binding; actives lie on both sides; hit rate 0.33% among 220,000; AID 1415; binding response (% of control), % at 10 µM; in the data active = binding response below about 49% or above about 150%; inactive = in between;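 also: fluorescent Galphao activated with aluminum fluoride binding bead-coupled RGS4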
ABCG2 block: human ABCG2 inhibition, ABCB1 as counter-screen. Q9UNQ0. IgMXP3 cells, JC-1 efflux, flow cytometry. inhibition, % at 6.6 µM. hit rate 0.1% among 190,000. AID 1325;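 active = inhibition above 80%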;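 also: 0% = DMSO and 100% = nicardipine control wells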
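Read-out basis: Efflux inhibition in percent versus controls | Test system: ABCG2 IgMXP3 and barcoded ABCB1 CCRF-Adr cell mix | Quantity: 3 million cells/mL in well | Schedule: 10 min at 25 °C | Control set: Nicardipine as high control, DMSO as low control | Reagent: JC-1 as fluorescent efflux pump substrate | Signal: Flow cytometry of retained JC-1 fluorescence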
Bim-Bcl-2: inhibitors of Bim-Bcl-2 interaction, human; P10415; Bead-based flow cytometry, Bim peptide-Bcl-2 binding; inhibition, % at 10 µM; hit rate 0.06% among 190,000; AID 950; in the data active = inhibition above about 40%; inconclusive = no clear call, values can overlap the other calls;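 also: 0% = no compound wells with probe peptide and 100% = reference peptide inhibitor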
Target sequence (P10415 whole entry, looked up): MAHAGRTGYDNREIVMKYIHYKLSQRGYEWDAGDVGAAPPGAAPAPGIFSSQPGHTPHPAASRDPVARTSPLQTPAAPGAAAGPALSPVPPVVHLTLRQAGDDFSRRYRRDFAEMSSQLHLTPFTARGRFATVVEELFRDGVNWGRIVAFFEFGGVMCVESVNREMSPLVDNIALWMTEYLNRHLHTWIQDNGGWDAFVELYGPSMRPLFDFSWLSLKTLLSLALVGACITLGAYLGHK
Bcl-W Bim block: human Bim-Bcl-W interaction inhibition; hit rate 0.02% among 190,000; Q92843; bead-based flow cytometry, Bim peptide-Bcl-W binding; AID 952; inhibition, % at 10 µM;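 also: 0% = bound tracer without compound and 100% = peptide blocker; higher means less fluorescent Bim peptide bound to Bcl-W beads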
An asterisk follows results filed as active; ? = inconclusive. Rule as the data show it, unless noted: active = inhibition above about 40%.

#1 O=C(NC1CCCC1)C(c1ccccc1)N(Cc1cccnc1)C(=O)Cc1cccs1 (stereo not drawn)
#2 CNC(=S)N/N=C/c1ccccc1Cl
#3 CCOC(=O)CC1=NC(=O)CS1
#4 COc1ccc(C2CC(c3ccc([N+](=O)[O-])cc3)=NN2C(=O)c2ccccc2)cc1OC (stereo not drawn)
#5 COc1ccc(C(=O)N2CCCC(C(=O)N3CCCCCC3)C2)cc1 (stereo not drawn)
#6 CCC1(COC(=O)Nc2cccc(Cl)c2)COC1
#7 Cc1nc(N)sc1C(=O)N/N=C/c1ccccc1[N+](=O)[O-]
#8 CCc1nnc(NC(=O)CSc2ccc(-c3cccs3)nn2)s1

compound no. | 1 | 2 | 3 | 4 | 5 | 6 | 7 | 8
Bim-Bcl-XL | 0.0 | -7.0 | 0.0 | -2.0 | 0.0 | -5.0 | -3.0 | -5.0
RGS7-Gao | 101.0 | 101.0 | 104.0 | ? | 100.6 | 97.2 | 105.3 | 94.3
Bim-Bcl-B | 1.0 | -17.0 | 1.0 | -6.0 | 1.0 | -7.0 | -1.0 | -4.0
Bfl-1 Bim block | -3.0 | -12.0 | -1.0 | -5.0 | 0.0 | -11.0 | -9.0 | -4.0
RGS8-Gao | 104.1 | 101.5 | 106.2 | 99.0 | 99.5 | 102.3 | 107.6 | 98.6
ABCB1 inh | 0.4 | 0.2 | 0.4 | 3.7 | 0.5 | 0.7 | -1.1 | -1.4
Mcl-1 Bim block | 3.0 | -4.0 | -1.0 | -2.0 | 0.0 | -1.0 | 2.0 | -4.0
RGS4-Gao reg | 104.8 | 100.0 | 108.4 | 99.4 | 97.5 | 99.7 | 106.2 | 93.6
ABCG2 block | 0.7 | 10.0 | 1.8 | 2.5 | 2.2 | 2.6 | -1.7 | 17.3
Bim-Bcl-2 | 0.0 | -7.0 | -2.0 | -6.0 | 0.0 | -5.0 | -1.0 | -2.0
Bcl-W Bim block | 1.0 | -4.0 | 2.0 | 0.0 | -1.0 | 1.0 | 0.0 | 0.0

#9 CC(C)NC(=S)NCc1cccs1
#10 Cc1ccccc1OCC(=O)NN1Cc2ccccc2C1=N
#11 COC(=O)C1=C(C)NC2=C(C(=O)C(C(=O)OC)C(c3ccc(OC)cc3)C2)C1c1ccccn1 (stereo not drawn)
#12 Cc1ccccc1NS(=O)(=O)c1cc(C(=O)Nc2ccccc2-c2ccccc2)ccc1Cl
#13 COC(=O)c1ccccc1NC(=O)COc1ccccc1
#14 Cc1cc(NS(=O)(=O)c2ccccc2)c(C)c(Cl)c1O
#15 CCC(C)(C)n1nnnc1C(c1cc2ccc(OC)cc2[nH]c1=O)N1CCc2ccccc21 (stereo not drawn)
#16 CCOC(=O)c1ccc(N2Cc3ccccc3C2)cc1O

compound no. | 9 | 10 | 11 | 12 | 13 | 14 | 15 | 16
Bim-Bcl-XL | 0.0 | -6.0 | -1.0 | -5.0 | -1.0 | -14.0 | -4.0 | -2.0
RGS7-Gao | 101.1 | 79.6 | 98.8 | 97.3 | 95.2 | 100.9 | 99.4 | 99.7
Bim-Bcl-B | -8.0 | -6.0 | -4.0 | -7.0 | -1.0 | -16.0 | 0.0 | -7.0
Bfl-1 Bim block | -6.0 | -8.0 | -1.0 | -11.0 | 0.0 | -20.0 | -2.0 | -11.0
RGS8-Gao | 101.1 | 97.1 | 101.7 | 99.2 | 94.4 | 101.7 | 100.0 | 98.0
ABCB1 inh | 0.4 | -0.7 | 0.3 | 0.7 | 0.7 | 1.7 | 0.2 | 0.1
Mcl-1 Bim block | -3.0 | 0.0 | -1.0 | 0.0 | 1.0 | -10.0 | -1.0 | 0.0
RGS4-Gao reg | 101.2 | 75.8 | 101.0 | 99.2 | 99.5 | 103.5 | 105.5 | 97.6
ABCG2 block | 0.5 | -4.9 | 2.9 | 1.9 | 5.8 | 21.4 | 0.1 | 2.3
Bim-Bcl-2 | -6.0 | -7.0 | 0.0 | -10.0 | 0.0 | -12.0 | 0.0 | -9.0
Bcl-W Bim block | -2.0 | -3.0 | 0.0 | 0.0 | 0.0 | -8.0 | -1.0 | 1.0

#17 CCOC(=O)N1CCN(C(=O)c2ccc3c(=O)n4c(nc3c2)CCCCC4)CC1
#18 Cc1ccc(-c2cc(C(F)F)n3ncc(C(=O)Nc4c(C)nn(Cc5ccccc5Cl)c4C)c3n2)cc1
#19 N#C/C(=C\c1ccc(Oc2ccc(C(F)(F)F)cc2[N+](=O)[O-])cc1)c1nc2ccccc2[nH]1
#20 CNC(=O)c1nc(C)n(-c2ccc([N+](=O)[O-])cc2)n1

compound no. | 17 | 18 | 19 | 20
Bim-Bcl-XL | -7.0 | 1.0 | -4.0 | -4.0
RGS7-Gao | 100.3 | 101.9 | 99.4 | ?
Bim-Bcl-B | -4.0 | 1.0 | -2.0 | -4.0
Bfl-1 Bim block | -6.0 | -4.0 | -1.0 | -8.0
RGS8-Gao | 92.8 | 104.5 | 102.4 | 100.6
ABCB1 inh | 1.1 | 2.4 | -0.5 | 1.6
Mcl-1 Bim block | -2.0 | 3.0 | -3.0 | 0.0
RGS4-Gao reg | 96.9 | 108.0 | 100.5 | 97.9
ABCG2 block | 13.9 | 5.3 | -0.2 | 16.0
Bim-Bcl-2 | -3.0 | 1.0 | -2.0 | -1.0
Bcl-W Bim block | -1.0 | 6.0 | -1.0 | 1.0
